Compound activity: PubChem, National Center for Advancing Translational Sciences (NCATS)
CCT modulator = cytosolic chaperonin activity modulation; 0.3% of 360,000 active; purified chaperonin ATPase assay, HTRF ADP detection, 30 min; activity change, % (concentration not given with the values), hits read low; in the data active = activity change below about -30%; also: % is scaled to controls: 0 for no effect and ±100 for the full control effect
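TRiC (40 or 20 nM final, by batch activity) in 30 mM Tris pH 7.4, 100 mM KCl, 5 mM MgCl2, 1 mM DTT was treated with compound at 76 uM single dose, then 10 uM ATP, 30 min at 37 °C. ADP was read by HTRF Transcreener.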
MmCpn inh = inhibitors of Methanococcus maripaludis chaperonin (MmCpn); purified Mm-Cpn ATPase, ADP Transcreener TR-FRET; Potency, µM (titrated, usually from 76.9 µM), without a hit: at the top dose activity, negative = inhibition, actives largely listed as inhibitors; 0.031% of 330,000 active; AID 504842; also: potency is read from the fitted curve at half-maximal effect; % is scaled to controls: 0 for no effect and ±100 for the full control effect; nearly all actives have a fitted effect of over 80% in size
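Reaction buffer contained 30 mM Tris pH 7.4, 100 mM KCl, 5 mM MgCl2 and 1 mM DTT. Mm-CPN (25 nM final) hydrolysed 10 uM ATP over 30 min at 37°C; ADP was read by HTRF.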
TGFb SMAD3 inh = blocks TGF-b signaling | 1.2% of 410,000 active | AID 588855 | HepG2 CAGA-GFP TGF-b/SMAD3 reporter, GFP fluorescence, 18 h; TGF-beta stimulated, 500 pg/mL final | Potency, µM (series often up to 46.1 µM), for the others: at the highest dose activity, negative = inhibition, usual class: inhibitors; also: potency is read from the fitted curve at half-maximal effect; % is scaled to controls: 0 for no effect and ±100 for the full control effect; nearly all actives have a fitted effect of over 65% in size
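Read-out: total well GFP (ex488/em500-530) summed from mean per-cell fluorescence. Cells: HEPG2 CAGA-GFP, 1% FBS DMEM, 18 h at 37 degrees C with 500 pg/mL final TGF-beta. Unstimulated wells served as the full-inhibition control; stimulated DMSO wells = 0%.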
Abeta rescue = A-beta toxicity reversal in yeast; yeast expressing A-beta42, growth rescue, OD600, 48 h; response scale: 0% DMSO, 100% iron-clioquinol control; Potency, µM (series often up to 46.1 µM), for inactives: at the highest dose growth rescue, most hits filed as activators; 0.063% of 410,000 active; AID 1347071; also: potency is read from the fitted curve at half-maximal effect; nearly all actives have a fitted effect of over 55% in size
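Yeast growth medium received pinned compounds, then yeast cells expressing toxic A-beta were added; plates incubated at 30 C for 48 hr. Growth read as absorbance at 600 nm, normalized to DMSO and equimolar FeCl3 plus clioquinol controls.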
HepG2 tox = HepG2 cytotoxicity, counter-screen for TGF-b inhibitors; HepG2 CAGA-GFP viability, ATP luminescence, 18 h; Potency, µM (highest dose often 46.1 µM), for inactives: at the highest dose activity change, negative = cytotoxicity, hits mostly cytotoxic; 0.76% of 410,000 active; AID 588856; also: potency is read from the fitted curve at half-maximal effect; some results filed as inactive show a strong effect at the top dose
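CellTiter-Glo luminescence gave cytotoxicity after 18 hours at 37 degrees C. The cells were HepG2 CAGA-GFP in 1% FBS DMEM, stimulated with 500 pg/mL TGF-beta after compound addition. %Activity was normalised to no-cell wells (complete cell-killing) and DMSO (no toxicity), and curves were fitted and classified.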
Akt phos inh = Akt phosphorylation inhibition; activity change, % for hits at 50 µM; Neuro2A IGF-stimulated pAkt S473 HTRF, 20 min; active compounds read low; 0.32% of 360,000 active; in the data active = activity change below about -80%; inconclusive = mostly about -51% to -80%; also: % is scaled to controls: 0 for no effect and ±100 for the full control effect
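Single-point screen (50 µM final compound) in Neuro2A cells stimulated 20 min with 6 nM IGF at 37 deg C. After lysis, Ser473-phosphorylated Akt read by HTRF (ex 330 nm, em 615/665 nm) as the 665/615 ratio.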
Nrf2 ARE act = Nrf2 pathway activation; AREc32 ARE-luciferase reporter (MCF7-derived line), luminescence, 24 h; Potency, µM (titrated, usually from 46.1 µM), for inactives: top-dose activation, hits mostly activators; 0.31% of 410,000 active; also: potency is read from the fitted curve at half-maximal effect; % of control where 0% means no effect; nearly all actives have a fitted effect of over 65% in size
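Luciferase luminescence (Steady-Glo, 30 min at room temperature) served as the read-out of ARE activation in AREc32 cells treated with compounds for 24 hr at 37 deg C.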
A549 tox = A549 cytotoxicity, counter-screen for Nrf2 inhibitors. A549 ARE-Fluc cells, CellTiter-Fluor viability, 18-24 h. Potency, µM (titrated, usually from 46 µM), without a hit: at the top dose activity change, negative = cytotoxicity, hits mostly inhibitors. 0.16% of 390,000 active; also: potency is read from the fitted curve at half-maximal effect; % is scaled to controls: 0 for no effect and ±100 for the full control effect
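Cytotoxicity counterscreen: CellTiter-Fluor fluorescence was measured in A549 ARE_Fluc cells after 18-24 h of compound exposure in a concentration series. The subsequent BugLite luminescent read reports ARE-luciferase activity.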
Nrf2 block = blocks Nrf2 signaling. A549 ARE-Fluc reporter, luciferase luminescence, 18-24 h. AID 504444. 2.1% of 360,000 active. Potency, µM (top dose mostly 46 µM), for inactives: at the highest dose activity change, negative = inhibition, usual class: inhibitors; also: potency is read from the fitted curve at half-maximal effect; % is scaled to controls: 0 for no effect and ±100 for the full control effect; nearly all actives have a fitted effect of over 60% in size
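Nrf2 function is reported as luminescence of an ARE-controlled luciferase in A549 cells. Compounds were tested at several concentrations, and a CellTiter-Fluor read on the same wells flagged cytotoxicity.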
* marks the source's active call; other numbers are inactive results; i = inactive; ? = inconclusive; · = no result given; & = joins results of further samples; [ ] = another dose, or the depositor's remark. Unless noted, calls follow the shape of the dose curve; as a rule, active = well fitted curve in the direction sought with a large enough effect; inconclusive = small, poorly fitted or top-dose-only effect, or another doubt; inactive = no such curve, though single readings can be large; an effect the other way counts as inactive or inconclusive.

SMILES	CCT modulator	MmCpn inh	TGFb SMAD3 inh	Abeta rescue	HepG2 tox	Akt phos inh	Nrf2 ARE act	A549 tox	Nrf2 block
O=C(O)CC(C(=O)N(c1ccccc1)c1ccccc1)N1CCOCC1 (stereo unspecified)	-0.3	-6%	-19%	9%	16%	i	-0.4%	3%	4%
COc1ccccc1CNC(=O)c1cnccn1	-2.9	0%	-9%	-16%	-2%	i	-0.6%	9%	8%
CC(=O)c1cccc(OCc2cc(C(=O)N(C)CCc3cnn(C)c3)no2)c1	-2.2	1%	-4%	-11%	-5%	i	0.1%	8%	1%
NC(=S)N/N=C/c1coc2ccc(O)cc2c1=O	1.8	0%	-17%	4%	13%	i	3.7%	0%	10%
Cc1ccc2oc(-c3cccc(NC(=O)c4ccc(Br)o4)c3)nc2c1	1.6	-1%	2%	-3%	-8%	i	?	4%	?
CC(C)(O)C#Cc1ccc(CN2CCCC(CNC(=O)c3ccco3)C2)cc1 (stereo unspecified)	-1.0	-2%	1%	-4%	8%	i	0.2%	1%	0%
Nc1ccc(O)c2c(=O)cc(-c3ccccc3Cl)oc12	-0.8	-2%	0%	2%	-3%	i	3.4%	2%	?
Cc1cc(C)c2nc(-c3cccc(Cl)c3)c(C)c(C(=O)N3CCOCC3)c2c1	0.2	-5%	-19%	?	-3%	i	2.1%	1%	-18%
CC1=CC(=O)[C@H]2C(C)(C)CCC[C@]2(C)[C@@]1(O)CO	0.6	·	7%	-18%	10%	i	0.1%	0%	4%
N/C(Cc1ccc([N+](=O)[O-])cc1)=N\OC(=O)Cc1ccccc1	-0.1	?	?	-16%	-2%	i	-0.4%	-15%	-18%
Cc1ccc(NC(=O)NCc2nc3ccccc3n2C)cc1	-1.0	2%	-2%	-12%	-17%	i	0.2%	6%	?
CCC(C)c1nc2c(c(N3CCC3=O)c1-c1ccccc1)CCCC2 (stereo unspecified)	-0.3	·	-24%	2%	-3%	i	0.5%	12%	18%

Overlap with the part before: 2 compounds, then new ones.
SMILES	CCT modulator	MmCpn inh	TGFb SMAD3 inh	Abeta rescue	HepG2 tox	Akt phos inh	Nrf2 ARE act	A549 tox	Nrf2 block
Cc1ccc(NC(=O)NCc2nc3ccccc3n2C)cc1	-1.0	2%	-2%	-12%	-17%	i	0.2%	6%	?
CCC(C)c1nc2c(c(N3CCC3=O)c1-c1ccccc1)CCCC2 (stereo unspecified)	-0.3	·	-24%	2%	-3%	i	0.5%	12%	18%
O=C(Nc1ccc2oc(-c3ccccc3)nc2c1)c1cc(-n2cnnc2)ccc1Cl	1.1	-19%	?	-5%	-93%	i	5.3%	-15%	?
COC(=O)C1=NN[C@H](C(=O)OC(C)(C)C)[C@H]1c1ccccc1	-3.4	-2%	-11%	-15%	0%	i	0.5%	4%	-4%
COc1ccc(N2CC(C(=O)NCCc3ccc(Cl)cc3)CC2=O)cc1 (stereo unspecified)	-12	-8%	-9%	-7%	-27%	i	-0.5%	6%	1%
O=C(Nc1cccc2ccccc12)c1ccc2sc([C@@H]3O[C@H](CO)[C@@H](O)[C@H]3O)nc2c1	-11	·	-21%	-6%	-1%	i	5.3%	·	·
O=C(Nc1ccccc1)N(C1=NCCC1)c1ccc(OC(F)F)cc1	-2.8	-2%	1%	0%	-25%	i	0.8%	-12%	-3%
CC(OC(=O)c1ccc2c(c1)NC(=O)CS2)C(=O)c1ccc(F)cc1 (stereo unspecified)	-19	-1%	20%	7%	-6%	i	-0.2%	-2%	?
S=c1[nH]nc(-c2ccco2)n1/N=C/c1ccc(Cl)cc1	0.2	1%	2%	-5%	1%	i	14%	-4%	4%
CCN(C(=O)CSc1nnc(Nc2ccccc2)s1)C1CCS(=O)(=O)C1 (stereo unspecified)	-2.0	-3%	-7%	2%	-10%	i	2.9%	-2%	12%
COCCCNC1=C(C#N)C(=O)NC(c2cccc([N+](=O)[O-])c2)S1 (stereo unspecified)	0.0	·	0%	-3%	-3%	i	0.5%	·	·
COc1cccc(/C=N/NC(=O)CN(C2=NS(=O)(=O)c3ccccc32)c2ccccc2)c1	-0.4	2%	-6%	10%	6%	i	2.0%	-6%	9%
CCC(c1nnnn1CCOC)N(Cc1cc2c(C)cc(C)cc2[nH]c1=O)CC1CCCO1 (stereo unspecified)	-1.6	1%	-12%	-13%	-8%	i	2.4%	2%	2%
CCCc1nnc(NC(=O)Nc2ccccc2Cl)s1	·	·	-21%	-10%	-35%	·	27%	2%	24%
COc1ccc(OC)c(/C=C(\C#N)c2nc3ccccc3c(=O)[nH]2)c1	·	·	40%[activator]	-3%	1%	·	6.0%	-20%	·
Cc1ccc(Nc2nc3ccccc3n3cnnc23)cc1C	-0.5	1%	0%	-1%	-14%	i	3.3%	2%	-1%
O=C(c1c(F)cccc1F)N1CCCC1	-0.9	3%	4%	1%	2%	i	-0.8%	-2%	3%
COc1ccc(C(CC(=O)O)NC(=O)COc2cc(C)ccc2C)cc1OC (stereo unspecified)	-4.6	0%	6%	-8%	-6%	i	0.0%	-4%	3%
CC(=O)Nc1cccc(NC(=O)CSc2nc(=O)n3cccc(C)c3n2)c1	-1.7	1%	0%	-3%	0%	i	0.3%	-2%	-2%
C[n+]1cn(Cc2cc(Cl)ccc2OC(F)F)c2ccccc21	-1.6	3%	0%	4%	-3%	i	-0.7%	-7%	15%
Cc1c(-c2ccccc2)sc(Br)c1C(=O)N1CCOCC1	-1.8	-1%	-27%	-11%	-29%	i	0.2%	-2%	-17%
O=S(=O)(Nc1nc2ccccc2nc1NCc1ccco1)c1cccs1	-0.7	-3%	-15%	-1%	-1%	i	-0.1%	-10%	?
O=C(Oc1ccc(C(=S)N2CCOCC2)cc1)c1cccc([N+](=O)[O-])c1	-0.9	2%	1%	-11%	-37%	i	-0.3%	7%	-15%
O=C(COc1cc(F)ccc1[N+](=O)[O-])Nc1cccc(Br)c1	-1.6	0%	4%	-18%	3%	i	0.2%	1%	24%
N#Cc1ccccc1/C=N/Nc1nc(-c2ccccc2)c2cc(Br)ccc2n1	-1.8	1%	1%	-3%	-10%	i	0.3%	-6%	6%
COc1ccnc(CSC(N)=Nc2ccc(F)cc2)c1	-2.5	0%	-19%	-14%	-29%	?	20%	-3%	?

4 of the entries above in order of the TGFb SMAD3 inh value, high to low:
molecule | CCT modulator | MmCpn inh | TGFb SMAD3 inh | Akt phos inh | Nrf2 ARE act
O=C(COc1cc(F)ccc1[N+](=O)[O-])Nc1cccc(Br)c1 | -1.6 | 0% | 4% | i | 0.2%
O=C(Oc1ccc(C(=S)N2CCOCC2)cc1)c1cccc([N+](=O)[O-])c1 | -0.9 | 2% | 1% | i | -0.3%
Cc1ccc(Nc2nc3ccccc3n3cnnc23)cc1C | -0.5 | 1% | 0% | i | 3.3%
O=S(=O)(Nc1nc2ccccc2nc1NCc1ccco1)c1cccs1 | -0.7 | -3% | -15% | i | -0.1%

(continued)
SMILES	CCT modulator	MmCpn inh	TGFb SMAD3 inh	Abeta rescue	HepG2 tox	Akt phos inh	Nrf2 ARE act	A549 tox	Nrf2 block
Clc1ccc(OCc2cc(-c3ccccc3)no2)c(Cl)c1	0.5	-4%	?	-8%	-6%	i	0.2%	2%	?
Cc1ccc(S(=O)(=O)N2CCC(NC(=O)c3ccccc3)CC2)cc1	-1.4	-2%	2%	-17%	-9%	i	0.2%	4%	-11%
O=C(N/C(=C/c1cccs1)C(=O)N1CCOCC1)c1ccccc1	1.5	-2%	7%	-8%	-4%	i	0.2%	1%	-20%
CCOc1ccc(C2CC(c3c(O)n(C4CCCCC4)c(=O)[nH]c3=O)=Nc3ccccc3S2)cc1 (stereo unspecified)	·	·	-1%	15%	2%	·	-0.8%	16%	?
CC(=O)c1cccc(NC(=O)c2cc(-c3ccc(F)cc3)on2)c1	-0.2	-3%	3%	6%	-5%	i	2.9%	0%	8%
Cc1cc(C)cc(N(CC(=O)NC(C)C)C(=O)CCC(=O)Nc2ccccn2)c1	-2.6	-2%	-1%	24%	1%	i	-0.9%	9%	5%
CC(=O)N/N=C(\N)c1nonc1N	0.9	-1%	0%	9%	81%	i	-0.4%	6%	7%
CCCN(C(=O)C(C)Oc1cccc(Cl)c1)c1c(N)n(Cc2ccccc2)c(=O)[nH]c1=O (stereo unspecified)	-0.4	2%	-16%	4%	-3%	i	0.0%	-7%	1%
COc1ccccc1C(c1nnnn1C(C)(C)C)N1CCN(Cc2ccncc2)CC1 (stereo unspecified)	-2.6	1%	14%	-12%	-1%	i	0.1%	-1%	22%
COc1ccccc1-n1nc(C)c(-c2ccccc2)c1N	-0.1	1%	-10%	15%	-8%	i	-1.0%	-3%	0%
COc1ccc(N2CCN(C(=O)CN3CCN(c4nc(-c5ccc(F)cc5)cs4)CC3)CC2)cc1	1.3	2%	-8%	-36%	-2%	i	0.0%	?	7.3µM*
Cc1cc(Br)cn2c(Cc3ccccc3C(F)(F)F)c(C3CCCCC3)nc12	-0.3	·	-11%	-1%	-30%	i	0.3%	·	·
CCN1CCN(C(c2cccs2)C(C)NS(=O)(=O)c2ccc(F)cc2)CC1 (stereo unspecified)	-1.7	2%	-2%	-2%	6%	i	0.4%	1%	-6%
COc1cccc(NC(=O)CCNS(=O)(=O)c2ccc3c(c2)CC(C)N3C(=O)C2CC2)c1 (stereo unspecified)	-0.6	-1%	6%	12%	-6%	i	2.0%	-2%	2%
C=C1CCN(C(Cc2ccccc2)C(=O)NCc2ccc(Cl)cc2)S(=O)(=O)c2ccccc21 (stereo unspecified)	·	·	-12%&-26%	·	-2%&3%	·	·	4%&-3%	-29%&-18%
O=C(COc1ccc2oc(-c3ccco3)cc(=O)c2c1)N1CCCCC1	-2.0	-1%	6%	-5%	-1%	i	2.8%	-2%	7%
